# Bioassay records as filed in PubChem BioAssay.
# NOD2 inhibition = NOD2 signaling inhibitors, cell-based, luminescence, uHTS, HEK293 (AID 1566); HEK293 NOD2/NF-kB luciferase reporter, luminescence; higher % means a stronger effect; one-dose inhibition, % at 4 µM; EC50 in µM for titrated hits; 290,000 tested, 0.63% active; also: many of its hits are not listed in these tables
# NS5 inhibitors = Dengue-2 NS5 methyltransferase inhibitors, primary screen, biochemical, confirmation dose response (AID 588689). Genome polyprotein (Dengue virus type 2 (strain 16681-PDK53)). Dengue-2 NS5 methyltransferase capping enzyme assay, biochemical; higher % means a stronger effect. inhibition, % at 25 µM; hits with a dose series show IC50 in µM. 340,000 tested, 0.3% active; in the data active = a potency from the dose series; inconclusive = inhibition above about 29% without an active follow-up result
# Hep lipid drop = inhibitors of hepatocyte lipid droplet formation, primary screen, imaging, high-throughput imaging, BODIPY stain; AML12 mouse hepatocytes, oleate lipid droplets; inhibition, % at 6.5 µM; 240,000 tested, 0.4% active;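 active = lipid droplet intensity inhibited by at least 50%, with more than 500 cells counted; inconclusive = wells with under 300 cells, treated as cytotoxic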
#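 Material – AML12 mouse liver cells · Also added – oleate loading, 100 µM · Compound dosing – 6.5 µM single-point dosing · Times – overnight treatment with compound plus oleate · Measured by – fluorescence imaging, 20x objective, two fields per well · Read-out – percent inhibition of filter-corrected integrated lipid droplet intensity per well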
# Siah-1 displacement = Siah-1 peptide-binding antagonists, primary screen, biochemical, fluorescence polarization, rhodamine-plectin, uHTS (AID 1817). E3 ubiquitin-protein ligase SIAH1 (Homo sapiens). Siah-1 / rhodamine-plectin peptide fluorescence polarization; higher % means a stronger effect. displacement, % at 20 µM; hits with a dose series show IC50 in µM. 290,000 tested, 0.02% active;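 active = displacement of at least 50% at 20 µM, with a fluorescence ratio check between 0.3 and a set limit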;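 also: plate controls were Siah plus tracer with DMSO for no effect and tracer alone without Siah for full effect; strong numbers were not always called active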
# HIV fusion peptide = inhibitors of HIV fusion peptide binding, primary screen, biochemical, uHTS, fluorescence dequenching (AID 1986). cell-free peptide binding, fluorescence dequenching, 30 min; higher % means a stronger effect. inhibition, % at 20 µM, or IC50 in µM where a hit was titrated. 290,000 tested, 0.3% active; in the data active = inhibition mostly above about 52%, no sharp cut-off; inactive = mostly below about 76%; also: some results filed as inactive read as strong as hits
# LYP phosphatase = inhibitors of LYP phosphatase, biochemical, fluorescence intensity, uHTS (AID 1779) | Tyrosine-protein phosphatase non-receptor type 22 (Homo sapiens) | recombinant LYP phosphatase, fluorescence intensity; higher % means a stronger effect | inhibition, % at 11.5 µM; hits with a dose series show IC50 in µM | 290,000 tested, 0.054% active;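 also: plate controls were vehicle with enzyme for no effect and no enzyme for full effect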
# AID2073 = inhibitors of Mint1-CaV2.2 protein interaction, biochemical, HTRF (AID 2073); 290,000 tested, 0.19% active; inhibition, % at 20 µM; hits with a dose series show IC50 in µM; HTRF protein-protein interaction, Mint1-CaV2.2; higher % means a stronger effect; in the data active = inhibition mostly above about 51%, no sharp cut-off; inconclusive = no clear call, values can overlap the other calls; inactive = mostly below about 53%; also: some results filed as inactive read as strong as hits
# Myeloid diff MLP = induction of myeloid progenitor differentiation, primary screen, cell-based, flow cytometry, MLPCN library | 360,000 tested, 1% active | AID 624256, 2012 | calls only at 10 µM | ER-HoxA9 myeloid progenitors, lysozyme-GFP differentiation;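 active = normalized GFP-positive differentiation at or above the plate's own cutoff, the solvent-only control mean plus 3 SD; inconclusive = no clear call, values can overlap the other calls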;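 also: cells exposed to compound for four days before flow analysis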
# XIAP antagonists = XIAP antagonists, biochemical, IAP family, fluorescence polarization (AID 1018); XIAP BIR domain, fluorescence polarization peptide displacement; higher % means a stronger effect; 200,000 tested, 0.007% active; one-dose displacement, % at 20 µM; IC50 in µM for titrated hits; E3 ubiquitin-protein ligase XIAP (Homo sapiens); in the data active = displacement above about 50%; also: a part of the inactive calls stands beside numbers as strong as those of hits
# Hep lipid drop cells 6.5 µM = second read-out of Hep lipid drop, no call of its own (marks repeat the call); cell count; measured here: cell count, cytotoxicity flag;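 cells counted across two imaged fields per well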
# Myeloid diff MLP GFP+ MAC1+ % = further read-out of Myeloid diff MLP, marked with its call; GFP+ MAC1+ double positive, %; measured here: differentiation confirmed by MAC1 staining
# * = called active by the depositor; i = inactive; ? = inconclusive; nt = not tested or not shown. Rule as the data show it, unless noted: active = inhibition above about 50%; inactive = the rest. Only part of the results is shown; count on the stated rates, not on these rows.
SMILES,NOD2 inhibition,NS5 inhibitors,Hep lipid drop,Hep lipid drop cells 6.5 µM,Siah-1 displacement,HIV fusion peptide,LYP phosphatase,AID2073,Myeloid diff MLP,Myeloid diff MLP GFP+ MAC1+ %,XIAP antagonists
Cc1cc2nc(SCC(=O)O)nc(C)c2cc1C,-3%,-4%,0,774,-1%,1.8%,5%,5%,i,6.8,-9.9%
Cc1cccc(-c2noc(CNC(=O)c3ccc4c(c3)OCO4)n2)c1,6%,-21%,-5,766,0%,7.1%,0%,6%,i,5.5,nt
CCOC(=O)C1CCN(Cc2c(O)ccc3ccccc23)CC1,12%,6%,-15,725,16%,1.7%,1%,-3%,i,0.9,-0.4%
CCCCCSc1nc(O)cc(=O)[nH]1,8%,-5%,-5,764,0%,-0.6%,-6%,-2%,i,1.2,-6.6%
COCCCNC(=O)CCCOc1ccccc1,-3%,-1%,nt,nt,-6%,-1.5%,-9%,-2%,i,8.8,-2.1%
COc1ccc(NC(=O)c2cn(CCC#N)nc2-c2cc3ccccc3o2)cc1,27%,6%,23,687,-3%,-0.5%,-6%,10%,i,0.3,-5.4%
Cc1cc(=O)oc2cc(OCC(=O)OCC(=O)N3CCc4ccccc43)ccc12,6%,-1%,-12,622,-5%,-3.8%,-1%,19%,i,0.4,-14%
Cc1cc(/C=N/NC(=O)CC2(C)OCCO2)c(C)n1-c1ccc(Cl)c(Cl)c1,3%,nt,-5,717,-2%,-0.6%,-1%,5%,i,0.4,-5.8%
CCN(CC)c1ccc(NC(=O)c2cccc(OC)c2)c(C)c1,-16%,2%,11,783,1%,0.3%,-7%,-14%,i,0.2,-1.0%
COc1ccc(/C=N/OCc2ccccc2C#N)c(OC)c1,-22%,-5%,-1,778,1%,-1.5%,4%,8%,i,0.7,nt
Cc1ccccc1N(CC(=O)NCc1ccccc1)C(=O)CCC(=O)Nc1nccs1,-11%,-4%,0,823,-2%,1.2%,-11%,-4%,i,0.2,nt
Cc1cccc(N(CC(=O)N2CCOCC2)S(C)(=O)=O)c1,8%,5%,nt,nt,1%,-3.7%,-5%,5%,i,3.7,-5.8%
O=C(C1CCCN1S(=O)(=O)c1cccc2cccnc12)N1CCc2ccccc21 (configuration not stated),-9%,-4%,nt,nt,1%,4.5%,-6%,-2%,i,1.3,-3.2%
CN(Cc1cc2ccccc2[nH]c1=O)C(=O)c1cccs1,2%,1%,14,724,15%,0.5%,-3%,-6%,i,0.1,-6.5%
Cc1ccc(C2=NS(=O)(=O)N(C)C(C(=O)Nc3ccc4c(c3)OCO4)=C2)cc1,23%,-1%,-7,803,18%,-1.5%,-8%,10%,i,1.0,nt
COc1ccccc1N1CCN(C(=O)c2ccc3[nH]c(C)c(C)c3c2)CC1,-5%,-2%,-12,621,3%,1.4%,0%,10%,?,nt,nt
c1ccc(-c2noc(C34CC5CC(CC(C5)C3)C4)n2)nc1,-50%,-9%,4,531,2%,-0.5%,2%,-4%,i,0.7,-3.8%
COCc1cc(=O)n2[nH]c(SCc3ccccc3)nc2n1,-9%,-5%,-5,712,-1%,0.4%,-9%,1%,i,1.1,-7.0%
COc1ccc(CC2(CO)CCN(Cc3cnn(C)c3C)CC2)cc1,-7%,-3%,14,762,6%,0.5%,-7%,-6%,i,0.3,-0.8%
COCCSc1nnc(NC(=O)Cc2ccc(OC)cc2)s1,17%,-5%,14,668,-4%,-1.6%,-8%,-3%,i,0.5,-5.8%
Cc1ccc(S(=O)(=O)NNC(=O)Nc2cccc(F)c2)c(C)c1,9%,-8%,11,737,5%,1.8%,-4%,0%,?,nt,nt
COc1cc(OC)c(C(=O)OCC(=O)N2CC(=O)Nc3ccccc32)cc1OC,16%,-6%,9,724,5%,-2.3%,-7%,-1%,i,1.0,-3.5%
O=C(CNC(=O)c1ccco1)OCC(=O)c1ccc2ccccc2c1,6%,0%,nt,nt,-3%,-3.2%,2%,6%,i,0.6,-5.3%
O=C(Cc1c(Cl)cccc1Cl)N/N=C/c1cccnc1,7%,1%,-5,691,1%,-0.8%,-4%,7%,i,1.4,nt
CCOC(=O)Cn1nnnc1CN(Cc1cccs1)Cc1cc2cc(C)ccc2[nH]c1=O,-2%,2%,1,765,1%,-2.8%,-2%,2%,i,0.4,-2.1%
O=C(CCCn1c(=S)[nH]c2ccsc2c1=O)NCc1ccco1,25%,-3%,nt,nt,-1%,-2.4%,-4%,-46%,i,8.7,-4.4%
O=[N+]([O-])c1ccc(N=Cc2c(O)ccc3ccccc23)cc1,3%,0%,17,734,11%,-2.0%,-1%,-29%,i,0.6,nt
Cc1ccc(NC(=O)CCN2CCN(CCO)CC2)cc1Br,21%,-2%,7,700,6%,1.6%,-10%,-5%,i,2.9,-6.2%
CCc1ccc(OCc2nnc(SCC(=O)NCc3ccco3)o2)cc1,8%,-3%,-6,653,0%,0.8%,-1%,-2%,i,0.2,0.6%
Cc1ccc2c(c1)C(=O)C(=O)N2CCCOc1ccccc1,-32%,12%,15,667,1%,-1.6%,-3%,?,i,0.2,-6.5%
COCCCN1C(=O)C(=O)/C(=C(/O)c2ccc(S(=O)(=O)N3CCOCC3)cc2)C1c1ccc(OC)cc1 (configuration not stated),6%,9%,5,696,4%,0.9%,-9%,3%,i,1.9,nt
O=C(OCc1cccc(F)c1)c1ccc2c(c1)-c1ccccc1C2=O,-21%,-11%,nt,nt,12%,-2.8%,-5%,-5%,i,0.7,-0.8%
Cc1ccc(N(C(=O)NC2CCCCC2)C2=NCCCCC2)cc1,6%,-1%,13,629,0%,-0.5%,1%,6%,i,0.3,-1.1%
CCN1CCN(CCNC(=O)CS(=O)(=O)Cc2nc(-c3ccc(C)cc3)oc2C)CC1,6%,-3%,nt,nt,-2%,1.8%,-9%,-3%,i,2.2,-4.0%
COc1ccc(S(=O)(=O)n2nc(OC(=O)c3cccs3)cc2N)cc1,-8%,-8%,nt,nt,0%,3.0%,0%,6%,i,0.9,-3.7%
CCN1CCN(C(=O)C2CC(c3ccc(F)cc3)=NO2)CC1 (configuration not stated),-3%,-4%,21,710,4%,-0.5%,-5%,3%,i,1.8,-1.6%
N#Cc1nc(-c2cccs2)oc1N1CCOCC1,-5%,-3%,-1,701,-7%,-2.2%,-50%,13%,i,5.5,-2.3%
Cc1ccc(C)n1-c1cc([N+](=O)[O-])ccc1-n1ccnc1,24%,nt,-8,719,-2%,0.0%,-11%,0%,i,0.1,nt
O=C(CSc1ncnc2nc[nH]c12)Nc1nnc(SCc2ccc(Cl)c(Cl)c2)s1,20%,-9%,-9,657,14%,4.0%,-4%,27%,i,0.3,-1.6%
Cc1cc2cc(CNC(=O)NC3CCCCC3)ccc2[nH]1,-27%,4%,-4,703,-4%,-3.1%,-2%,-9%,i,8.0,-1.5%
COc1ccc(OCc2cc(C(=O)NCC(C)(C)N3CCOCC3)no2)c(Cl)c1,8%,0%,0,848,2%,-1.5%,-8%,21%,i,0.0,nt
CCOC(=O)C(Cc1ccccc1)C(=O)Nc1cccc(C)c1 (configuration not stated),2%,1%,-66,612,0%,1.0%,3%,14%,i,0.5,-11%
CC(C1CC2CCC1C2)n1c(-c2ccco2)n[nH]c1=S (configuration not stated),16%,-6%,13,744,8%,0.1%,8%,11%,i,0.2,-8.2%
CCn1c(=NC(=O)CSCC(=O)Nc2nccs2)sc2ccccc21,10%,-1%,1,702,1%,-1.5%,-6%,2%,i,1.1,-3.7%
CCOc1ccc(/C=C(/NC(=O)c2ccc(Cl)cc2)C(=O)O)cc1OCC,16%,1%,8,765,15%,-0.7%,1%,8%,i,0.1,nt
CCOc1ccc2[nH]c(=O)c(CN(CCCO)S(=O)(=O)c3ccc(F)cc3)cc2c1,14%,-7%,6,797,4%,0.1%,-9%,4%,i,0.8,nt
O=C(CCN1C(=O)C2C3C=CC(C3)C2C1=O)N1CCN(c2ccccn2)CC1 (configuration not stated),18%,4%,6,709,18%,-1.4%,-2%,11%,i,6.9,0.4%
Cc1ccc(CS(=O)Cc2ccc(C(=O)NCCc3ccccc3)o2)cc1 (configuration not stated),28%,-9%,-21,758,0%,0.0%,-11%,11%,i,0.9,nt

# 3 of the compounds above, with two lines to a compound.
# Each structure is followed by: NOD2 inhibition	NS5 inhibitors	Hep lipid drop	Hep lipid drop cells 6.5 µM	Siah-1 displacement	HIV fusion peptide	LYP phosphatase	AID2073	Myeloid diff MLP	Myeloid diff MLP GFP+ MAC1+ %	XIAP antagonists
- CCOc1ccc2[nH]c(=O)c(CN(CCCO)S(=O)(=O)c3ccc(F)cc3)cc2c1
 : 14%	-7%	6	797	4%	0.1%	-9%	4%	i	0.8	nt
- O=C(CCN1C(=O)C2C3C=CC(C3)C2C1=O)N1CCN(c2ccccn2)CC1 (configuration not stated)
 : 18%	4%	6	709	18%	-1.4%	-2%	11%	i	6.9	0.4%
- Cc1ccc(CS(=O)Cc2ccc(C(=O)NCCc3ccccc3)o2)cc1 (configuration not stated)
 : 28%	-9%	-21	758	0%	0.0%	-11%	11%	i	0.9	nt

# Further structures
SMILES,NOD2 inhibition,NS5 inhibitors,Hep lipid drop,Hep lipid drop cells 6.5 µM,Siah-1 displacement,HIV fusion peptide,LYP phosphatase,AID2073,Myeloid diff MLP,Myeloid diff MLP GFP+ MAC1+ %,XIAP antagonists
CCOc1ccc(/C(C)=N/N2C(=O)C(CC(=O)Nc3ccc(OC)cc3[N+](=O)[O-])SC2=Nc2cccc(C)c2C)cc1 (configuration not stated),-21%,-5%,37,774,-8%,0.1%,-6%,17%,i,0.3,-4.5%
CCOCC(=O)Nc1ccccc1C(=O)O,5%,-2%,15,723,11%,2.0%,-6%,-10%,i,0.1,-0.6%
CCOc1ccc2nc(SCC(=O)NCc3ccc(S(N)(=O)=O)cc3)[nH]c2c1,3%,-6%,-2,824,0%,-0.1%,-11%,8%,i,1.8,nt
COc1ccccc1C(=O)N/C(=C\c1cn(S(=O)(=O)N(C)C)c2ccccc12)C(=O)N1CCOCC1,20%,-16%,2,741,1%,0.0%,-4%,6%,?,nt,nt
O=C(NCCOc1ccccc1)C(=O)c1c[nH]c2ccccc12,-15%,-5%,16,768,3%,-0.5%,-2%,8%,i,0.5,nt
CCCCOC1(c2ccccc2)OC(=O)c2ccccc21 (configuration not stated),13%,6%,nt,nt,2%,-1.2%,4%,-3%,i,2.6,-1.0%
CCOC(=O)C1CCCN(C(=O)Cn2sc3nc(C)cc(C)c3c2=O)C1 (configuration not stated),-17%,-15%,nt,nt,1%,7.3%,-12%,13µM*,?,nt,-4.0%
O=C1CNCc2[nH]c3ccccc3c2N1c1ccccc1,0%,-8%,12,704,2%,3.7%,2%,?,i,1.2,1.2%
